Source: PubChem BioAssay (The Scripps Research Institute Molecular Screening Center)
TTR transcr act: TTR transcription activation, primary screen; SH-SY5Y TTR promoter Gaussia luciferase, luminescence; 100% = recombinant luciferase protein wells; activation, % at 16.7 µM; 92,000 compounds, 1.3% hits; AID 1117267;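 active means activation above the mean of all tested compounds plus 3 SD, cut at about 9.5% in these data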;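 further: cells exposed to compounds for one day before reading; 0% = median of all test compound wells on the plate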
* marks the source's active call; other numbers are inactive results. An excerpt (hit frequency here may not be typical).

SMILES | TTR transcr act
CCOC(=O)c1[nH]c2ccc(OC)cc2c1NC(=O)c1ccc2c(c1)OCO2 | 1.2
CCOC(=O)N1CCN(Cc2cn[nH]c2-c2ccc(-c3ccccc3)cc2)CC1 | 2.1
C=CCN=c1scc(-c2ccc(F)cc2)n1/N=C/c1ccccn1 | -3.3
CN1C(C(=O)NCc2ccc(OC(F)(F)F)cc2)CC2Cn3c(nc4cc5ccccc5cc43)C21 (stereo not drawn) | 0.1
COC(=O)Cn1nc(-c2cccc(OC)c2)c2ccccc21 | 2.5
CCc1nc(N[C@H](C(=O)O)C(C)CC)c2oc3ccccc3c2n1 (stereo partly drawn) | -2.0
CCOC(=O)[C@]12CCCC3=C1N(CCC3)C(=O)[C@@H](CC(=O)NCc1cccc(C(F)(F)F)c1)C2 | -1.6
Cc1cc(N2CCOCC2)nc(N)n1 | 3.5
CCC(C)(C)NC(=O)c1cc([N+](=O)[O-])ccc1N1CCOCC1 | -0.2
COC(=O)c1ccccc1OCCOCCOc1cccc2cccnc12 | 2.8
COc1ccc(-n2cc(CN3CCCC3)c(-c3cccc(F)c3)n2)cc1 | 0.0
COc1cc(C(=O)OCC(=O)NCCC2=CCCCC2)ccc1OCC(C)C | 2.0
Cc1ccc(CC(=O)O/N=C(\N)c2ccccn2)cc1 | 3.0
CC(=O)Nc1ccc(S(=O)(=O)N2CCN(c3nc(C)cc(C)n3)CC2)cc1 | -0.4
Nc1nonc1-n1nnc(C(=O)N/N=C/c2cccc(Cl)c2)c1CN1CCCC1 | 1.2
Nc1c(C(=O)N2CCOCC2)sc2nc3c(cc12)CCC3 | 0.5
COC(=O)[C@@]1(OC(C)=O)CC(OC(C)=O)[C@H](OC(C)=O)[C@H](OC(C)=O)C1Br (stereo partly drawn) | 1.0
CC(C)CNC(=O)c1cccc(C(=O)NCC(C)C)c1 | 0.4
CN1CCN(C(=O)c2cc(COc3c(F)cccc3F)on2)CC1c1ccccc1 (stereo not drawn) | -1.9
COc1ccccc1CCNC(=O)CSc1nnc2ccc(-c3ccncc3)nn12 | 0.9
COc1ccc(-c2csc(NC(=O)c3ccc(S(C)(=O)=O)cc3)n2)cc1 | -2.3
CCn1nc(C(=O)OCC(=O)Nc2nc(-c3ccc(OC)cc3)cs2)c2ccccc2c1=O | -1.8
O=C(CSc1ncnc2nc[nH]c12)c1ccc2ccccc2c1 | -4.0
COc1ccc2c(c1)CC[C@@H]1[C@@H]2CC[C@]2(C)[C@@H](C(C)=O)C[C@@H]12 | -1.2
CCC1Oc2ccccc2N(CC(=O)Nc2ccc(OC)cc2OC)C1=O (stereo not drawn) | 0.3
COc1cc2c(cc1OC)C(=O)N1[C@H]3c4cc(C)ccc4OC[C@@H]3[C@H](c3ccccc3)[C@]1(C)C(=O)N2 | -2.3
C#CCSc1nnc(CSc2nc3ccccc3s2)n1-c1ccccc1 | -1.0
Cc1cccc(NC(=O)Cn2nnc(C(=O)NCc3ccco3)c2N)c1 | -1.8
O=C(CSc1ncn[nH]1)c1cccc([N+](=O)[O-])c1 | -1.7
Cn1ncc(Br)c1C(=O)NC1C2CC3CC(C2)CC1C3 (stereo not drawn) | -0.5
O=C(NCCCc1ccccc1)c1ccc(Br)o1 | -3.9
Cc1cc(NC2CCCCC2)nc2ccccc12 | -2.6
CCOC(=O)c1nc(N)c(C(=O)OCC)[nH]1 | 0.2
Cc1ccc(S(=O)(=O)N(C)CCCC(=O)Nc2ccc(C)cc2C)cc1 | -1.6
Cc1ccc(-n2c3c(c(O)c(-c4ccccc4)c2=O)C(=O)CC(C)(C)C3)cc1 | -0.5
CCOC(=O)c1c(NC(=S)Nc2ccccc2)sc2c1CC(C)(C)SC2 | 1.0
O=C(CSc1nnc(-c2ccco2)n1-c1ccccc1)N1CCOCC1 | -1.2
Cc1ccc(/C=N/NC(=O)c2nn(C)cc2Cl)cc1 | 2.4
O=C(NCc1ccc2c(c1)OCO2)c1ccc(=O)[nH]c1 | -1.1
O=C(O)Cn1nc(-c2ccccc2)c2ccccc2c1=O | 0.2
Cc1cc(C)n(CC(O)CN(c2ccccc2)S(=O)(=O)c2ccc3ccccc3c2)n1 (stereo not drawn) | 0.4
COc1ccc(C(=O)N2CC(=O)Nc3ccc(F)cc3C2c2ccccc2)cc1 (stereo not drawn) | 0.2
COc1ccccc1NC(=O)O[C@@H]1CC[C@@]23CCCN2C(=O)CCC[C@H]3C1 | 0.2
COc1cc(O)c2c(=O)c(-c3ccc(O[C@@H]4O[C@H](CO)[C@@H](O)[C@H](O)[C@H]4O)cc3)coc2c1 | 2.6
O=C(NNc1cc(Cl)cc(Cl)c1)c1cccs1 | 2.0
CCc1ccc(OCC(=O)Nc2ccncc2)c(Br)c1 | -2.6
O=C1C=CN2CCCC2CC1 (stereo not drawn) | -2.8
Fc1ccc(Nc2nc(NCc3ccco3)c3ccccc3n2)cc1 | -3.9
Nn1c(SCC(=O)Nc2cc(S(=O)(=O)N3CCOCC3)ccc2Cl)nnc1-c1cccnc1 | -0.6
COc1ccccc1OCc1nnc(SCC(=O)N2CCCC2)o1 | -2.1
CCC1(CC)C(=O)N(C)C(=O)NC1=Nc1ccc(OC)cc1 | 0.0
Cc1ccc(/C=N/n2cnc3sc(-c4ccccc4)cc3c2=O)o1 | -1.7
CCOc1ccc(OCc2ccc(C(=O)Nc3ccc(Cl)cn3)o2)cc1 | -2.4
Cn1c(CCN2CCCCC2)nc2cc(NC(=O)COc3ccc(Cl)cc3)ccc21 | -3.0
Oc1ccc2nc(Cc3ccccc3)[nH]c2c1 | 2.6
COc1ccc(S(=O)(=O)N2CCC(C)CC2)cc1OC | 0.5
CCOC(=O)C1C(=O)NCC2CCCC21 (stereo not drawn) | 3.7
CN(Cc1ccccc1)C(=O)c1cccc(NC(=O)Cc2ccc(NC(=O)C3CCCN(C(=O)C4CC4)C3)cc2)c1 (stereo not drawn) | 0.0
N=c1c2c(ncn1CCN1CCOCC1)Oc1ccc3ccccc3c1C2c1ccccc1 (stereo not drawn) | -2.2
CSc1ccc(C2Nc3cccc4cccc(c34)N2)cc1 | -1.0

The list goes on.
SMILES | TTR transcr act
O=C(NCCc1ccccc1)OCc1cn(-c2c(F)cccc2F)nn1 | 0.6
O=C(CSc1nc2c(c(=O)n1-c1ccc(Cl)cc1)SCC2)Nc1ccc2c(c1)OCCO2 | 2.2
CCCCCCSc1ccc(-c2nc3ccc(Cl)cn3c2NC2CCCCC2)cc1 | -0.1
S=C(NCCCn1ccnc1)NC1CCCCC1 | -1.0
Cc1nc2nc(C)c(CCC(=O)N3CCN(c4ccccc4)CC3)c(C)n2n1 | 26*
O=C(Nc1ccccc1)c1cccc(NC(=O)c2ccco2)c1 | 1.9
O=c1[nH]n(CC2COC3(CCCCC3)O2)c(=O)c2ccccc12 (stereo not drawn) | 2.9
O=C1c2cccnc2C(Nc2ccccc2Br)N1Cc1ccco1 (stereo not drawn) | -1.4
Fc1cc(F)c2nc(Nc3nc4c(F)cccc4s3)sc2c1 | -3.4
COC(=O)CCC(=O)OC1(C)C(=O)C=C2C=C(C3CC3)N(CCc3c[nH]c4ccccc34)C=C2C1=O (stereo not drawn) | -1.1
CCOC(=O)C1CCCN(C(=O)c2ccc(Cl)c(S(=O)(=O)N3CCc4ccccc43)c2)C1 (stereo not drawn) | -0.8
CCCCNC(=O)c1ccc(N2CCC3(CC2)OCCO3)c([N+](=O)[O-])c1 | 0.0
CNC(=O)Nc1cccc2cccnc12 | -1.7
C1=CC2CCC1ON2c1ccccc1 (stereo not drawn) | 17*
CCCCC1(CC(=O)OCC)SCCN1C(N)=O (stereo not drawn) | -2.0
COc1cc(NC(=O)Cc2ccccc2)c(C(=O)O)cc1OC | -1.0
O=c1ccc2ccc(Oc3ccc(Cl)cc3[N+](=O)[O-])cc2o1 | -1.7
Cc1ccc(S(=O)(=O)Nc2ccccc2C(=O)Nc2nc(-c3ccc(F)cc3)cs2)cc1 | -4.8
Cc1ccc(C(O)(COC(=O)C(C)C)COC(=O)C(C)C)c(O)c1 | 0.1
COCCCN1C(=O)c2ccc(C(=O)NCc3ccco3)cc2C1=O | 5.4

In the list so far, 2 contain a CF3 group.
SMILES | TTR transcr act
CN1C(C(=O)NCc2ccc(OC(F)(F)F)cc2)CC2Cn3c(nc4cc5ccccc5cc43)C21 (stereo not drawn) | 0.1
CCOC(=O)[C@]12CCCC3=C1N(CCC3)C(=O)[C@@H](CC(=O)NCc1cccc(C(F)(F)F)c1)C2 | -1.6

The results go on.
SMILES | TTR transcr act
Cc1ccc2cc(CCNC(=O)C(C)C)c(=O)[nH]c2c1C | 0.1
O=C(COC(=O)C1CCC(=O)N1)Nc1cc(Cl)ccc1Cl (stereo not drawn) | -1.5
CCc1cc(C(=O)NC(C)C2CCCO2)cs1 (stereo not drawn) | -0.8
O=C(COC(=O)CN=C1NS(=O)(=O)c2ccccc21)Nc1ccccc1OC(F)F | -0.7
OCC1OC(n2nnc3ccccc32)C(O)C(O)C1O (stereo not drawn) | -0.1
O=C(CNC(=O)c1cccs1)NCCN1CCC(Cc2ccccc2)CC1 | 2.3
CC1(C)Cc2c(c(-c3ccco3)[nH]c(=O)c2C#N)CO1 | -0.5
Cc1ccc(NC(=O)CSc2nnc(CNC(=O)c3cccs3)o2)c(C)c1 | 2.1
CS(=O)(=O)c1nc(-c2ccc(Br)cc2)n[nH]1 | -0.5
Cc1cccc(C(=O)NNC(=O)C23CC4CC(CC(C4)C2)C3)c1O | -1.6
C/C(CC(=O)C(F)(F)F)=N\NC(=O)/C(C#N)=C/N(C)C | -0.5
O=C(COC(=O)/C=C/c1ccc(C(F)(F)F)cc1)NCCC1=CCCCC1 | 1.0
O=C1C=C(c2ccnc3cc(Cl)ccc23)C[C@@H](c2ccc3c(c2)OCO3)C1 | -5.2
CN(C)C(=O)N1CCC(C(=O)N2CCCC(C(=O)c3cccc4ccccc34)C2)CC1 (stereo not drawn) | -2.4
COc1ccc(CCN2C(=O)CC(NNC(=O)c3cccc(O)c3)C2=O)cc1 (stereo not drawn) | -0.1
COC(=O)[C@]12C(=O)NC[C@H](CN1c1ccc(C(F)(F)F)cc1)N2C | 1.6
CCOC(=O)CC(=O)CSc1ccc2nnc(-c3cccc(F)c3)n2n1 | -0.1
O=C(Nc1ccc(Cl)cc1)NC1CCCCNC1=O (stereo not drawn) | -0.9
Cc1ccc(-c2cc(N)n(-c3ccc(C)cc3)n2)cc1 | -0.7
CCOC(=O)C1CCCN(S(=O)(=O)c2nc3nc(C)cc(C)n3n2)C1 (stereo not drawn) | 2.1

Arranged by heavy-atom count (falling): 12 of the compounds above.
SMILES | TTR transcr act
CN(C)C(=O)N1CCC(C(=O)N2CCCC(C(=O)c3cccc4ccccc34)C2)CC1 (stereo not drawn) | -2.4
O=C(COC(=O)CN=C1NS(=O)(=O)c2ccccc21)Nc1ccccc1OC(F)F | -0.7
COc1ccc(CCN2C(=O)CC(NNC(=O)c3cccc(O)c3)C2=O)cc1 (stereo not drawn) | -0.1
O=C(CNC(=O)c1cccs1)NCCN1CCC(Cc2ccccc2)CC1 | 2.3
CCOC(=O)CC(=O)CSc1ccc2nnc(-c3cccc(F)c3)n2n1 | -0.1
CCOC(=O)C1CCCN(S(=O)(=O)c2nc3nc(C)cc(C)n3n2)C1 (stereo not drawn) | 2.1
Cc1cccc(C(=O)NNC(=O)C23CC4CC(CC(C4)C2)C3)c1O | -1.6
Cc1ccc2cc(CCNC(=O)C(C)C)c(=O)[nH]c2c1C | 0.1
C/C(CC(=O)C(F)(F)F)=N\NC(=O)/C(C#N)=C/N(C)C | -0.5
O=C(Nc1ccc(Cl)cc1)NC1CCCCNC1=O (stereo not drawn) | -0.9
CCc1cc(C(=O)NC(C)C2CCCO2)cs1 (stereo not drawn) | -0.8
CS(=O)(=O)c1nc(-c2ccc(Br)cc2)n[nH]1 | -0.5

Additional entries:
SMILES | TTR transcr act
O=C(Nc1nccs1)C1CC(=O)N(c2ccccc2Cl)C1 (stereo not drawn) | 3.5
C[C@@H]1CN([C@@H](C)CO)C(=O)CCCn2nncc2CO[C@H]1CN(C)C(=O)C1CCCCC1 | -1.1
CN(Cc1ccc(Cl)cc1)C(=O)CNC(=O)C12CC3CC(CC(C3)C1)C2 | 0.1
CCN1C(=O)[C@H]2[C@H]3CN=C(SC)N3[C@@](CC)(C(=O)OC)[C@H]2C1=O | 0.9
COc1cc(/C=N/NC(=O)CNC(=O)c2ccncc2)ccc1OC(C)=O | 0.8
Cc1onc(-c2ccccc2)c1C(=O)NC(=S)Nc1sc2c(c1C#N)CCCC2 | -1.2
Cc1ccc(S(=O)(=O)CC(O)COc2ccccc2C#N)cc1 (stereo not drawn) | 1.0
C/C(=N\NC(=O)c1ccc(Cl)c(S(=O)(=O)Nc2ccccc2Cl)c1)c1ccncc1 | -1.9
COc1ccc(C(C(=O)NCC2CCCO2)N(Cc2cccs2)C(=O)c2snc(C(N)=O)c2N)cc1OC (stereo not drawn) | -1.1
CCOC(=O)c1cnc(SC)nc1Nc1cccc(F)c1 | -0.3
O=C(Nc1ccc(F)cc1)Nc1c(-c2ccc(F)cc2)nc2ncccn12 | -1.0
Cc1ccc(C(=O)c2cc3c(cc2[N+](=O)[O-])OCCO3)cc1 | 1.2
COc1cc(C(=O)OCC(=O)Nc2cc(C)on2)ccc1OCc1ccccc1Cl | 0.9
CC(=O)Nc1nnc(-c2ccc(Cl)s2)o1 | 0.1
O=c1cc(-c2ccccc2O)nc(-c2ccccc2)[nH]1 | -4.1
O=C(CC1Sc2ccccc2NC1=O)NNc1cc(Cl)ccc1Cl (stereo not drawn) | -0.6
CCOc1ccc(NC(=O)CN(C)C(=O)c2ccc(COc3ccccc3)cc2)cc1OCC | 3.2
COC(=O)c1ccc(Cn2nc(C)c(Cl)c2C)o1 | 0.1
Cc1cccc(NC(=O)CCC(=O)OCC(=O)c2ccc(Oc3ccc([N+](=O)[O-])cc3)cc2)c1 | 3.9
O=C(Nc1cc(Cl)ccc1Cl)c1cc(-c2ccco2)on1 | -0.4
CCN(C[C@H]1N[C@@](Cc2ccccc2)(C(=O)OC)[C@H]2C(=O)N(Cc3ccccc3)C(=O)[C@@H]12)C(C)=O | 12*
Cc1nn(C)cc1NC(=O)Cn1nc(C(F)(F)F)cc1C1CC1 | -1.0
CN1CCN(/N=C/c2cccc(Cl)c2Cl)CC1 | 0.4
